# MITF inh – human MITF inhibition, primary screen; 650,000 tested, 0.91% active; inhibition, % at 2.6 µM; AlphaScreen MITF homodimerization, bead proximity signal; O75030; in the data active = inhibition above about 50%;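 also: 0% = vehicle wells with protein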
# Target sequence (O75030 whole entry, looked up): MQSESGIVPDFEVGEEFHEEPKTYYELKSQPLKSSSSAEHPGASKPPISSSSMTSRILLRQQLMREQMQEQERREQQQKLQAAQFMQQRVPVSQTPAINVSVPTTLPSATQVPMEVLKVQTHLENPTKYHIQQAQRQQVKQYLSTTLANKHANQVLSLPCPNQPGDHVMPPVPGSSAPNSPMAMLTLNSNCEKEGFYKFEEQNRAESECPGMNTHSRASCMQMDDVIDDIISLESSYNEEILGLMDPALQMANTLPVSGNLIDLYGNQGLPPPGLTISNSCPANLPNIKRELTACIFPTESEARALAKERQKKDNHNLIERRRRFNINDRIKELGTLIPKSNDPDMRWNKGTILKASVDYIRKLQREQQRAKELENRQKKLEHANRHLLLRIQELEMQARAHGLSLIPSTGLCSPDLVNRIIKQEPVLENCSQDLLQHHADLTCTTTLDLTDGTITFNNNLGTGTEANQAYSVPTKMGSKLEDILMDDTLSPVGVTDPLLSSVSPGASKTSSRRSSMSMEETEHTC
# GPR151 activ – human GPR151 activation | PathHunter beta-arrestin GPR151 cells, luminescence | activation, % at 11.2 µM | 650,000 tested, 1% active; in the data active = activation above about 4.9%;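 also: 0% = median of compound wells and 100% = cells with positive control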
# Target sequence (Q8TDV0 whole entry, looked up): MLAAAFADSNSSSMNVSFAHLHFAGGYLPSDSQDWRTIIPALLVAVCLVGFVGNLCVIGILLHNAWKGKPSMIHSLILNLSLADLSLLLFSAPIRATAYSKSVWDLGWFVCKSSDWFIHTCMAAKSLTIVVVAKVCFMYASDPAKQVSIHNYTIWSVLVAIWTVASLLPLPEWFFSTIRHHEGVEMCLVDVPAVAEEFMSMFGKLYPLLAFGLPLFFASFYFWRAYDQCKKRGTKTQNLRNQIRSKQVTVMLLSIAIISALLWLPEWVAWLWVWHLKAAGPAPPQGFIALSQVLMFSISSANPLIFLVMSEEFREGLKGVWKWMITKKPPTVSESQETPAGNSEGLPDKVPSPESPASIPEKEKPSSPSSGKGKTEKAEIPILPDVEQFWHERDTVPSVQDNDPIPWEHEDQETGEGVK
# TEAD-YAP block – TEAD-YAP interaction inhibition. 640,000 tested, 1.4% active. inhibition, % at 9.12 µM. HEK-TIYL cells, TEAD-Gal4/YAP UAS-luciferase luminescence; in the data active = inhibition above about 32%;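 also: 0% = median of test compound wells and 100% = reference inhibitor wells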
# FBW7 act – activators of human E3 ligase FBW7; Q969H0; AlphaScreen FBW7–phospho-cyclin E peptide binding, activator screen; normalized activity (activation), % at 26.1 µM; 650,000 tested, 0.13% active; in the data active = normalized activity above about 1.9%;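 also: purified mutant Fbw7 with reduced substrate affinity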
# An asterisk follows results filed as active; . = no result given.
# Sequence of screens: MITF inh	GPR151 activ	TEAD-YAP block	FBW7 act
CCN1C(=O)/C(=C/c2ccc(O)c(Cl)c2)SC1=S
    22	-2.5	12	0.7
Cc1ccc(NC(=O)c2cnc3n(c2=O)CCS3)c(C)c1
    0	-0.6	-2	0.0
Cn1nnc2c(N3CCN(CC(=O)Nc4ccccc4F)CC3)ncnc21
    -1	-0.1	4	0.0
O=S(=O)(Nc1cc(Cl)ccn1)c1ccc(Cl)cc1
    19	3.2	-7	0.8
Cc1cccc(NC2=CC(c3ccc([N+](=O)[O-])cc3)N(c3cccc(C)c3)C2=O)c1 (stereo unspecified)
    -1	0.8	-5	0.1
CCN(Cc1ccccc1)C(=O)Nc1ccc(-c2cn[nH]c2)cc1OCCN1CCOCC1
    15	0.9	-6	-0.1
CC(C)=CCC/C(C)=C/CO/N=C1\C[C@@H](O)[C@@H](O)[C@@H]2[C@@H]3C(=O)N(C4CCCCC4)C(=O)[C@@H]3CC[C@@H]12
    8	-0.2	.	-0.1
O=C(c1c(C(F)(F)F)nc2ccccn12)N1CCOCC1
    4	-0.6	21	0.3
CC(C)CNC(=O)C(=O)Nc1ccc(Br)cc1
    -6	0.3	-22	-0.1
O=C1C2C3C=CC(C3=C3CCCC3)C2C(=O)N1c1cccc([N+](=O)[O-])c1 (stereo unspecified)
    -8	1.4	0	0.2

# Following part:
# Sequence of screens: MITF inh	GPR151 activ	TEAD-YAP block	FBW7 act
COCCN1CC(CNC(=O)CCc2nnc(CCCCc3ccccc3)o2)CC1=O (stereo unspecified)
    2	1.3	-11	0.1
CCN(CC)S(=O)(=O)c1ccc2oc(Nc3ccccc3)nc2c1
    4	-0.5	-63	0.0
CCc1ccc2oc(-c3cccc(NC(=O)c4cccc(Cl)c4Cl)c3)nc2c1
    -7	-1.2	-4	-0.1
Cc1ccc2nc(NC(=O)C(C)(C)C)sc2c1
    8	-1.0	4	0.2
CNc1c([N+](=O)[O-])cc([N+](=O)[O-])c2cccnc12
    5	-0.5	5	-0.2
CCOc1ccc(-n2c(SCC(N)=O)nnc2-c2ccoc2C)cc1
    2	0.0	-6	0.0
COc1cc(C2C(C(=O)Nc3nc4ccccc4s3)=C(C)NC3=C2C(=O)CC(C)(C)C3)cc(OC)c1OC (stereo unspecified)
    12	-1.9	-12	0.1
COCCNC(=O)C1c2cc(OC)c(OC)cc2C(=O)N(C)C1c1ccc(OC)c(OC)c1 (stereo unspecified)
    4	-0.7	-8	0.0
Cc1ccc(C(=O)NCCCNc2ccc(C(F)(F)F)cc2[N+](=O)[O-])cc1
    2	2.6	8	-0.1
Cc1cc(C)n2nc(C(=O)Nc3ccc(C(C)(C)C)cc3)nc2n1
    -5	0.5	-9	-0.1

# Continuation:
# Sequence of screens: MITF inh	GPR151 activ	TEAD-YAP block	FBW7 act
Cc1cccc(CN2CCc3nnc(C(NC(=O)C4CCOC4)C(C)C)n3CC2)c1 (stereo unspecified)
    -1	0.5	1	-0.2
COc1cc(-c2[nH]nc3c2C(c2cccc(O)c2)C(C#N)=C(N)O3)cc(OC)c1OC (stereo unspecified)
    9	-0.8	-3	0.2
Cn1c(=O)c(Cl)c2c3c(c(Cl)ccc31)C(=O)c1ccccc1-2
    1	0.2	1	-0.1
CN(C(=O)COc1ccccc1)C1(C)CCS(=O)(=O)C1 (stereo unspecified)
    7	-0.7	-5	0.0
CCOCCCNC(=O)Cn1nnc(-c2ccc([N+](=O)[O-])cc2)n1
    14	0.1	12	0.1
COc1ccc(OC)c(/C=C2\N=C(c3cccc(C)c3OC)OC2=O)c1
    -16	-0.5	-2	-0.1
Cc1ccc(-c2nc(N)sc2CC(=O)OCC(=O)N2c3ccccc3CC2C)cc1 (stereo unspecified)
    7	1.1	3	-0.2
C=CCn1c(N)c(C(=O)NCCc2ccc(OC)c(OC)c2)c2nc3ccccc3nc21
    1	14*	7	1.1
Cc1csc(NC(=O)C(Cc2ccccc2)NC(=O)OCc2ccccc2)n1 (stereo unspecified)
    -1	-1.0	8	0.0
COCCNC(=O)CCc1nc2cccnc2n1-c1ccccc1
    5	-0.2	7	0.0

# Remaining list, next part.
# Sequence of screens: MITF inh	GPR151 activ	TEAD-YAP block	FBW7 act
O=C(O)CSc1nc(SCC(=O)O)c2ccccc2n1
    33	0.4	1	-0.2
O=C1c2ccccc2NC(c2ccccc2O)N1c1ccc(Cl)cc1 (stereo unspecified)
    9	-3.3	-30	-0.1
CC1Cc2ccccc2N1S(=O)(=O)c1c(N)n(C)c(=O)n(C)c1=O (stereo unspecified)
    3	-0.1	7	0.0
COC(=O)CN1C(=O)Nc2ccc(C)cc2C1c1ccccc1 (stereo unspecified)
    17	-1.5	1	-0.1
O=[N+]([O-])c1cccc(/C=N/NC2=Nc3cccc4cccc2c34)c1
    15	-0.9	-35	-0.2
c1ccc(OCCNc2nc(NCc3cccnc3)nc3nc[nH]c23)cc1
    7	0.9	0	-0.1
COc1ccccc1C(=O)N/C(=C\c1ccc([N+](=O)[O-])cc1)C(=O)Nc1ccc(F)cc1
    21	-0.6	0	0.1
CCSc1nc2c(=O)[nH]cnc2n1C1OC(CO)C(O)C1O (stereo unspecified)
    -10	-1.4	-4	-0.1
CCC1S/C(=N\N=C\c2cc(OC)ccc2O)NC1=O (stereo unspecified)
    11	-6.1	-27	-0.2
O=C(CCCC(=O)OCC(Cl)=C(Cl)Cl)Nc1ccccc1F
    17	0.9	-4	0.1

# Part of the list above, with bars between the fields.
Molecule | MITF inh | GPR151 activ | TEAD-YAP block | FBW7 act
O=C(O)CSc1nc(SCC(=O)O)c2ccccc2n1 | 33 | 0.4 | 1 | -0.2
O=C(CCCC(=O)OCC(Cl)=C(Cl)Cl)Nc1ccccc1F | 17 | 0.9 | -4 | 0.1
c1ccc(OCCNc2nc(NCc3cccnc3)nc3nc[nH]c23)cc1 | 7 | 0.9 | 0 | -0.1
O=[N+]([O-])c1cccc(/C=N/NC2=Nc3cccc4cccc2c34)c1 | 15 | -0.9 | -35 | -0.2
O=C1c2ccccc2NC(c2ccccc2O)N1c1ccc(Cl)cc1 (stereo unspecified) | 9 | -3.3 | -30 | -0.1
CCSc1nc2c(=O)[nH]cnc2n1C1OC(CO)C(O)C1O (stereo unspecified) | -10 | -1.4 | -4 | -0.1
COC(=O)CN1C(=O)Nc2ccc(C)cc2C1c1ccccc1 (stereo unspecified) | 17 | -1.5 | 1 | -0.1

# New compounds follow.
# Sequence of screens: MITF inh	GPR151 activ	TEAD-YAP block	FBW7 act
Cc1cccc(NC(N)=S)n1
    0	1.1	13	-0.2
O=C(Nc1ccc2nsnc2c1)c1ccccc1N1CCOCC1
    6	-0.4	4	0.5
Cc1nnc(SCC(=O)NC(C)C23CC4CC(CC(C4)C2)C3)s1 (stereo unspecified)
    2	-0.5	-2	0.0
CCOc1ccc(C(=O)Nc2cccc3nsnc23)cc1[N+](=O)[O-]
    -10	-1.1	-8	-0.2
CCOc1ccc(NC(=O)N2CC(C)Oc3ccc(Cl)cc32)cc1 (stereo unspecified)
    3	-2.4	9	-0.1
Cc1ccc(-n2nc3c(c2NC(=O)c2cc(Br)ccc2Cl)CS(=O)(=O)C3)cc1
    -17	-0.1	-8	-0.2
O=C(Cn1c(=S)[nH]c2ccccc2c1=O)N1CCC(O)(c2cccc(C(F)(F)F)c2)CC1
    8	-0.4	3	-0.2
COCCOC(=O)C1=C(C)NC2=C(C(=O)CC(c3ccc(OC)c(OC)c3)C2)C1c1ccc(OC)cc1OC (stereo unspecified)
    -2	-1.1	8	-0.1
O=C(Cc1ccccc1[N+](=O)[O-])NNC(=S)Nc1ccc(F)c(Cl)c1
    18	0.2	1	0.4
COc1cccc(CC(=O)Nc2cnc3cnc(-c4ccc(C(N)=O)cc4)cn23)c1
    12	-0.4	14	-0.1

# (continued)
# Sequence of screens: MITF inh	GPR151 activ	TEAD-YAP block	FBW7 act
NC(=O)c1ccc(NC(=O)COC(=O)CCN2C(=O)c3ccccc3C2=O)cc1
    3	0.7	2	-0.1
COc1ccc(/C=C/C(=O)N2CCC(C(N)=O)CC2)c(OC)c1
    -6	0.0	-11	-0.1
Cc1cc(C(=O)N2CCC[C@@H]3CN(CCCc4ccccc4)CC[C@@H]32)n[nH]1
    14	0.5	-5	0.0
Cc1ccccc1NC(=O)C(C)NC(=O)C12CC3CC(CC(C3)C1)C2 (stereo unspecified)
    16	-0.6	4	-0.1
CCCCC(=O)Nc1ccc(NC(=O)c2cccc(F)c2)nc1
    11	0.3	-43	0.1
CC(=O)NCC(=O)Nc1ccc2nc(N3CCC(C)CC3)cc(C)c2c1
    11	-0.4	-88	0.2
O=C1N(Cc2cccc(Cl)c2)C[C@@H]2C[C@@H](c3ccc4c(c3)OCCO4)N3CCC[C@@]123
    -3	-0.3	12	-0.1
N#Cc1cc2c(nc1SCC(=O)Nc1nnc(-c3ccccc3)s1)CCC2
    3	-0.9	2	-0.1
CCOc1ccc(C2C(C#N)=C(N)N(c3ccc(C)cc3)C3=C2C(=O)CCC3)cc1 (stereo unspecified)
    -9	0.2	57*	0.0
O=C1NC(=S)S/C1=C\c1cc([N+](=O)[O-])ccc1Cl
    10	-1.2	-15	-0.1

# Further structures:
# Sequence of screens: MITF inh	GPR151 activ	TEAD-YAP block	FBW7 act
CCOC(=O)C1(O)CC(C)=NN1C(=O)c1cccc(Br)c1 (stereo unspecified)
    6	-0.2	-8	0.9
Cc1cc(C)nc(SCc2cc(=O)c(OC(=O)c3ccccc3C(F)(F)F)co2)n1
    3	3.6	9	-0.2
O=C1CN(c2ccccc2NC(=O)NC2CCCCC2)CCN1
    7	0.5	-18	0.0
COc1cc(C2CC(=O)NC(SCC(N)=O)=C2C#N)ccc1O (stereo unspecified)
    -9	-0.6	-6	0.0
Cc1c(Cl)c([N+](=O)[O-])nn1CC(=O)Nc1c(F)cc(F)cc1Br
    -8	-1.1	2	0.0
CC(C)CC(C(=O)Nc1ccccc1F)N1Cc2ccccc2C1=O (stereo unspecified)
    -7	-0.5	-5	0.5
Nc1nc(CN2CCN(Cc3ccccc3)CC2)nc(N2CCCc3ccccc32)n1
    -2	2.6	-3	0.0
COc1ccc(CCN2C(=O)CNCC2=O)cc1OC
    0	-0.1	-1	0.0
CN(C)CCCNCC(O)Cn1c2ccc(Cl)cc2c2cc(Cl)ccc21 (stereo unspecified)
    3	2.2	-12	-0.5
CCOC(=O)C12CN(Cc3ccc(OC)cc3)C(=O)C(C(=O)OCC)(CN(Cc3ccc(OC)cc3)C1=O)C2
    23	-0.6	3	0.4

# Next section
# Sequence of screens: MITF inh	GPR151 activ	TEAD-YAP block	FBW7 act
OC(c1n[nH]c(=S)n1-c1ccccc1)C(O)c1n[nH]c(=S)n1-c1ccccc1 (stereo unspecified)
    11	0.4	-2	-0.1
CC(C)(C)n1ncc2c(=O)n(CC(=O)NCc3ccccc3Cl)cnc21
    -6	0.3	-55	0.0
Cc1ccc(-n2c(=O)[nH]cc(C(=O)Nc3ccc(F)c(C(F)(F)F)c3)c2=O)cc1C
    2	-1.0	-5	0.1
O=C(N/N=C/c1cccc(Cl)c1)c1ccccc1
    4	1.7	-68	0.0
Cc1ccc(-c2cnc(Nc3ccc(C)c(NS(C)(=O)=O)c3)c3nccn23)cc1
    -1	0.6	14	-0.1
CN(C)CCNC(=O)c1cccc(-n2ncc3cc(Nc4ccccc4Cl)ccc32)c1
    2	1.4	-1	0.2
Cc1ccc(-n2c(SCC#N)nc3c(sc(=S)n3-c3ccc(C)c(C)c3)c2=O)cc1
    6	2.4	1	-0.1
CCOC(=O)c1sc2nc(SCC(=O)N3CCCc4ccccc43)n(CCc3ccccc3)c(=O)c2c1C
    0	0.0	4	-0.1
CCN(CC)S(=O)(=O)c1nnc(NC(=O)c2ccccc2F)s1
    -8	0.1	-12	-0.1
CCCCCCOc1cccc(N2C(=O)C(O)=C(C(C)=O)C2c2ccc(F)cc2)c1 (stereo unspecified)
    4	0.0	-1	0.1

# Retrieved by structure from the entries so far:
# Sequence of screens: MITF inh	GPR151 activ	TEAD-YAP block	FBW7 act
CN(C)CCCNCC(O)Cn1c2ccc(Cl)cc2c2cc(Cl)ccc21 (stereo unspecified)
    3	2.2	-12	-0.5
Cc1cc(C)nc(SCc2cc(=O)c(OC(=O)c3ccccc3C(F)(F)F)co2)n1
    3	3.6	9	-0.2

# Next results.
# Sequence of screens: MITF inh	GPR151 activ	TEAD-YAP block	FBW7 act
O=C(c1ccc(F)cc1)N1c2ccccc2CCc2ccccc21
    3	-1.1	3	0.1
CC1=C(C(=O)Nc2ccccc2)C(c2ccccc2)n2nc(-c3ccco3)nc2N1 (stereo unspecified)
    15	1.6	7	0.1
CC1(C)CC(=O)c2sc(N3CCCCC3)nc2C1
    4	-0.9	-61	0.0
O=C(Cn1ncc2c1-c1ccccc1OC2)N1CCN(C2CCCCC2)CC1
    -1	0.5	9	0.1
CC1CCN=C(N)C1 (stereo unspecified)
    -3	-0.2	.	.
CC(=O)c1nnn(-c2nonc2C)c1C
    6	3.8	4	-0.1
O=C(CN1CCN(c2ccccn2)CC1)Nc1ccc(N2CCOCC2)cc1
    -6	0.4	15	-0.1
CCOC(=O)C1=C(O)/C(=C/c2ccc(N(C)C)cc2)SC1=Nc1ccc(F)cc1
    -13	-0.4	6	0.0
CN(C(=O)CN1CCN(c2cccc(Cl)c2)CC1)C1CCCCC1
    14	0.4	4	-0.1
COc1ccc(N2C(=O)C(F)(F)C2c2ccccc2F)cc1 (stereo unspecified)
    -7	1.6	-6	-0.1

# Additional structures.
# Sequence of screens: MITF inh	GPR151 activ	TEAD-YAP block	FBW7 act
CC1(C(=O)O)NC(c2ccccc2O)C2C(=O)N(c3ccccc3)C(=O)C21 (stereo unspecified)
    7	0.0	2	-0.1
CCOC(=O)c1sc(N2C(=O)C(O)=C(C(=O)c3ccco3)C2c2cccc(Oc3ccccc3)c2)nc1C (stereo unspecified)
    5	-0.6	0	0.0
C=C(c1ccc(C(=O)O)cc1)c1cc2c(cc1C)C(C)(C)CCC2(C)C
    -9	-0.7	-30	0.0
CCCCCCCCCCCCCCCCCCOCC(O)CO (stereo unspecified)
    3	0.6	2	0.0

# From PubChem BioAssay
